PG9 binder: binders of HIV-1 gp120 antibody PG9, primary screen, biochemical, TR-FRET | AID 624416, 2012 | TR-FRET gp120-PG9 antibody binding | inhibition, % at 6.7 µM | hit rate 0.43% among 360,000; in the data active = inhibition above about 8.5%
LEDGF integ inh: blockers of LEDGF/p75-dependent integrase strand transfer – biochemical, TR-FRET, high throughput, primary screen; TR-FRET IN-LEDGF/p75 DNA integration, Eu/Cy5; HIV-1 integrase (with human LEDGF/p75); inhibition, % at 3.7 µM; hit rate 0.64% among 370,000; AID 743269, 2014;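 active = inhibition above the screen-wide mean plus 3 SD, cut at about 13% in these data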;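 note: signal is the Cy5 over europium emission ratio at 671 and 618 nm; 0% = plate median of compound wells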
NR1D1 modulator: modulators of Rev-erb alpha DNA binding, primary screen, biochemical, FITC-DNA, fluorescence polarization, uHTS. Nuclear receptor subfamily 1 group D member 1 (Homo sapiens), P20393. Rev-erbα–FITC-DNA binding, 90 min. activity, % at 10 µM. hit rate 0.79% among 370,000. AID 1259318, 2017;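 active = activity above about 14%, limit read from the data; passing the limit was not always enough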;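 note: 0% = DMSO wells with 35 nM protein and 100% = DMSO wells with 750 nM protein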
rCAG binder: binders of r(CAG) RNA repeats, primary screen, biochemical, fluorescence; r(CAG) RNA repeat, TO-PRO-1 dye displacement fluorescence; inhibition, % at 3 µM; hit rate 1.3% among 370,000; AID 651821, 2012;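 active = inhibition above the plate cutoff, the mean of all test compounds on that plate plus 3 SD, cut at about 35% in these data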;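 note: 0% = DMSO alone and 100% = 100 µM mitoxantrone as full dye displacement; higher means more dye released from RNA so lower well fluorescence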
UHRF1 binding: UHRF1 methylated DNA binding inhibitors, primary screen, counter-screen for MBD2 inhibitor project, biochemical, TR-FRET, human UHRF1, single concentration | E3 ubiquitin-protein ligase UHRF1 (Homo sapiens), Q96T88 | UHRF1 binding to methylated oligo | inhibition, % at 4.4 µM | hit rate 0.75% among 370,000; in the data active = inhibition above about 21%;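 note: UHRF1 SRA domain binding a hemimethylated CpG hairpin DNA probe; 0% = median of test compound wells and 100% = reference inhibitor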
Target sequence (Q96T88 whole entry, looked up, the tested form may be a part): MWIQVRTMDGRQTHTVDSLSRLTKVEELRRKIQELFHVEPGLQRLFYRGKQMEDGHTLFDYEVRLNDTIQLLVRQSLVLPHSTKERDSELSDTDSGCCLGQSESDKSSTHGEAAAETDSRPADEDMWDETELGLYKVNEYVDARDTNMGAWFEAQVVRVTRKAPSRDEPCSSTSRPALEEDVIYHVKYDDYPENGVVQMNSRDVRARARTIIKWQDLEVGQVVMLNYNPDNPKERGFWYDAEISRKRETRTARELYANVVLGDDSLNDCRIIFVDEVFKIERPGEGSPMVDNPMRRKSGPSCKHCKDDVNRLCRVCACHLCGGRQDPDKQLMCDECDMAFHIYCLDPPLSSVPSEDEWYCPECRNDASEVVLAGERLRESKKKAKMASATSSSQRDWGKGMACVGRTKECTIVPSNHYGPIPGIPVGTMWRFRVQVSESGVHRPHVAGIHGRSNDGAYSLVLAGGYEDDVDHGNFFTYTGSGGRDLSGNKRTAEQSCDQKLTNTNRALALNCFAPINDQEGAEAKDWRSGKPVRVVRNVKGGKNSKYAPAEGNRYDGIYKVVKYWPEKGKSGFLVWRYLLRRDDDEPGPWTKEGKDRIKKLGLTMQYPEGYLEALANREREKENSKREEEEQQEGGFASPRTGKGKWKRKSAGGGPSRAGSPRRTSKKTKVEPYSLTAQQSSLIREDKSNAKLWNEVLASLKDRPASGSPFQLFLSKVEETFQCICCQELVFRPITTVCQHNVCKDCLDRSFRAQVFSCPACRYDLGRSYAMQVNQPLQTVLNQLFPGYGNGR
ABHD4 inh: ABHD4 inhibitors, primary screen, biochemical, fluorescence polarization, mouse; inhibition, % at 8.92 µM; AID 720543, 2013; (Lyso)-N-acylphosphatidylethanolamine lipase (Mus musculus), Q8VD66; hit rate 0.54% among 370,000; purified mABHD4, FP-Rh probe fluorescence polarization;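 active = inhibition exceeding the mean over every tested compound plus 3 SD, cut at about 30% in these data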;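 note: 0% = plate median of compound wells and 100% = S159A mutant with DMSO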
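Test system: mABHD4 protein | Buffer or medium: HEPES pH 7.0 buffer, 150 mM NaCl, 0.01% Pluronic F-127 | Probe or stimulus: FP-Rh fluorescent activity-based probe, added after compound pre-incubation | Timing: Pre-incubation 45 min, probe exposure 60 min, at 25 °C | Technique: Fluorescence polarization, excitation 525 nm, emission 598 nm, BODIPY TMR filters | Repeats: Single well per compound (singlicate)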
MBD2 inh: inhibitors of MBD2 binding to methylated DNA, primary screen, biochemical, TR-FRET, DNA-binding domain, human | Methyl-CpG-binding domain protein 2 (Homo sapiens), Q9UBB5 | MBD2 binding to methylated oligonucleotide | inhibition, % at 4.4 µM | hit rate 0.31% among 370,000 | AID 686964, 2013; in the data active = inhibition above about 13%
TCR CD3 inh: inhibitors of human TCR-CD3 interaction, primary screen, biochemical, fluorescence, TAMRA-labeled TCR probe | inhibition, % at 9.4 µM | hit rate 0.37% among 360,000 | T-cell receptor (TCR); in the data active = inhibition above about 19%;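 note: recombinant mutant TCR 2C K166C tagged with TAMRA read by polarization; 0% = receptor in buffer alone and 100% = receptor with positive control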
HTRA1 inhibitor: HTRA1 serine protease inhibitors, primary screen, biochemical, fluorescence polarization, HTS; inhibition, % at 5.96 µM; AID 504803, 2011; hit rate 0.5% among 340,000; recombinant HTRA1, FP-rhodamine activity-based probe; in the data active = inhibition above about 36%;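 note: 0% = enzyme with DMSO and 100% = wells lacking enzyme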
PRMT1 inh: PRMT1 methyltransferase inhibitors, primary screen, biochemical, fluorescence polarization; recombinant PRMT1, activity-based probe fluorescence polarization; inhibition, % at 2.79 µM; hit rate 1.3% among 370,000; AID 652257, 2013;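 active = inhibition above about 21% made by adding two undisclosed values, limit read from the data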
* = called active by the depositor; · = not tested or not shown. Only part of the results is shown (hit frequency here may not be typical).

Compound,PG9 binder,LEDGF integ inh,NR1D1 modulator,rCAG binder,UHRF1 binding,ABHD4 inh,MBD2 inh,TCR CD3 inh,HTRA1 inhibitor,PRMT1 inh
COc1cccc(N2CC(C(=O)N3CCC4(CC3)CC(=O)c3ccccc3O4)CC2=O)c1 (stereo not drawn),0.2,4,-4,-7,0,3,2,1,2,7
C[C@@]12C(=O)Nc3ccc(F)cc3C(=O)N1[C@H]1c3cc(Cl)ccc3OC[C@@H]1[C@@H]2c1ccccc1,1.0,-1,0,9,-2,-33,3,2,-77,-2
COc1cccc(CNS(=O)(=O)c2c(C(=O)N3CCCC3)c(C)n(C)c2C)c1,0.6,3,-3,0,15,-1,1,0,3,-2
O=C(NC1CCS(=O)(=O)C1)/C(=C\c1ccc(F)cc1)NC(=O)c1ccccc1 (stereo not drawn),-1.0,-3,-3,-1,-2,3,0,13,-6,1
Cc1cc(-c2csc3nc[nH]c(=S)c23)cc(C)c1C,-0.1,1,61*,11,-1,2,0,3,-10,3
COC(=O)c1csc(S(=O)(=O)N2CCCCC2)c1OC,-2.5,2,-4,-4,0,1,2,-2,10,-5
OC(COc1ccc(Cl)cc1)CN1CCN(c2cccc(Cl)c2)CC1 (stereo not drawn),-0.9,-2,9,-8,2,-3,1,-1,-10,3
O=C(COc1ccc(S(=O)(=O)N2CCOCC2)cc1Cl)NCCN1CCOCC1,0.4,-8,-7,-2,4,-4,6,-6,3,10
CC1Cc2cc(/C=C3/SC(=S)NC3=O)ccc2O1 (stereo not drawn),-2.5,-3,1,37*,1,-11,0,1,-13,0
CC(C)Sc1cc(N2CCOCC2)nc(-c2ccc(Cl)cc2)n1,-1.5,4,12,2,5,-1,1,-8,7,1
N#CCC(=O)N/N=C/c1cc([N+](=O)[O-])ccc1N1CCCC1,-0.2,7,9,19,-11,-3,-8,10,5,-1
CN(C)c1ncc(CN2CCC(C(=O)Nc3ccc(-n4cccn4)cc3)CC2)s1,-1.3,5,-11,-5,4,3,-1,4,3,-1
CCCCCCC(=O)Nc1nc(C)c(-c2csc(Nc3cccc(OC)c3)n2)s1,1.5,-2,3,29,-4,8,-5,6,9,-2
CCN(CC)c1ccc(C(=O)Nc2ccccc2)cc1[N+](=O)[O-],0.4,4,7,-3,-3,1,-8,10,-12,0
CN(Cc1ccc(Cl)cc1Cl)C(=O)C1CC(=O)N(Cc2ccco2)C1 (stereo not drawn),0.6,5,5,2,-1,4,-7,6,8,3
CC(c1ccccn1)N(Cc1ccco1)C(=S)Nc1cccc(F)c1 (stereo not drawn),0.1,5,-2,-1,9,1,2,6,5,3
CC1(C)CSC(C)(C)C(=O)N1,1.4,1,7,1,4,-4,1,-3,7,-5
CN(C)c1ccc(C(=O)OCc2ccc(Br)cc2)cc1,0.0,1,-6,-3,2,-1,5,-3,-11,0
O=C(c1cccs1)N(CCO)Cc1cc2cc3c(cc2[nH]c1=O)OCCO3,-1.6,2,2,2,1,-4,-1,-2,·,1
COCCn1c(SC(C)C(=O)Nc2ccc(N3CCOCC3)cc2)nnc1-c1ccncc1 (stereo not drawn),-0.8,2,-2,-5,0,-1,1,3,4,-2
CC[N+]1(C)CCC(O)(c2ccc(OC)cc2)C(C(=O)c2ccc(OC)cc2)C1 (stereo not drawn),1.6,1,-2,2,-4,-1,0,6,4,26*
CNC(=S)N(Cc1cc2cc(C)ccc2n2nnnc12)CC(C)(C)CN(C)C,-2.2,0,-2,1,2,2,-1,2,2,-1
CN1CCN(c2ccc(NC(=O)c3ccc(-c4cccc([N+](=O)[O-])c4)o3)cc2)CC1,-2.5,0,-1,-1,-7,7,2,0,-1,-5
O=C(NNS(=O)(=O)c1ccc(F)cc1)c1cccc(O)c1,0.0,4,0,0,-3,-3,0,5,3,-2
CC1CCN(C(=O)Cn2c(=O)oc3cc(S(=O)(=O)N4CCCCC4)ccc32)CC1,-2.0,1,-5,-3,-3,2,1,-4,0,-6
CC(C)c1nc2sc3c(=O)[nH]c(=S)[nH]c3c2c2c1CCCC2,1.0,-1,2,21,-2,4,3,4,7,-1
c1ccc2c(c1)OCCc1c-2[nH]c2ccccc12,-0.8,5,1,5,3,1,0,-4,-8,2
Cc1c(S(=O)(=O)N(C)C2CCCCC2)c(=O)n(C)c(=O)n1C,-1.7,2,2,2,2,2,-2,0,-2,-1
Cc1cccc(NC(=O)CN2C(=O)c3ccccc3C2=O)c1C,-0.4,4,2,-3,0,2,-4,3,-7,-7
O=C1NC2(CCCCCC2)C(=O)N1Cc1ccc([N+](=O)[O-])cc1,-1.2,2,-1,0,3,2,-2,1,-1,1
O=C(CNS(=O)(=O)c1ccccc1)N1CCc2ccccc2C1,-1.8,6,2,1,-6,2,-6,8,2,0
O=C(/C=C/c1cccs1)c1ccc(NC(=O)c2ccccc2F)cc1,-0.3,0,-1,4,1,-6,3,-1,-41,-1
CC(=O)Nc1nc(CC(C)C)cc2c1c(=O)oc1ccccc12,5.8,-1,27*,2,2,1,0,1,8,0
CN(CC(=O)NC(=O)NC1CCCCC1)CC(=O)Nc1ccc(OC(F)(F)F)cc1,2.0,-3,0,-1,1,1,9,0,-12,6
CCOC(=O)C1=C(C)NC(SC)=NC1c1ccccc1 (stereo not drawn),-1.2,-4,3,1,0,4,-1,-1,-2,2
CCOC(=O)[C@]12CCCCC/C=C\1N(Cc1ccc(OC)cc1)C(=O)[C@H]2CC(=O)NCCc1ccccc1OC,·,0,-4,4,0,-2,-1,·,·,2
COC(=O)CCN1CCN(S(=O)(=O)c2ccc3c(c2)OCCO3)CC1,-2.2,4,3,-3,-1,3,0,1,1,-5
O=c1ccnc(SCCC(F)=C(F)F)[nH]1,1.4,1,10,2,3,-3,5,0,8,5
COc1cc(C(=O)NNC(=O)Nc2ccc([N+](=O)[O-])cc2)cc(OC)c1OC,-0.8,-3,-8,0,4,-1,5,-6,-4,1
CCCOc1ccc(C(=O)O)cc1,-0.1,0,6,-1,2,5,4,-5,7,4
Cn1cc(S(=O)(=O)Nc2ccc(Oc3ccccc3)cc2)c(=O)n(C)c1=O,-0.8,2,-3,-2,2,0,-6,0,0,-4
CCCc1[nH]nc2c1C(c1ccc(OC(=O)N3CCOCC3)cc1)C(C#N)=C(N)O2 (stereo not drawn),-1.8,-3,4,-2,-5,2,-3,0,2,-1
Clc1ccc(-c2nnc(-c3ccccc3)c(-c3c[nH]c4ccccc34)n2)cc1,-0.9,-4,-3,-2,6,-17,9,-2,0,9
COc1cccc(Nc2nc(C(N)c3ccccc3)cs2)n1 (stereo not drawn),-0.6,11,7,9,-1,9,-3,-6,·,4
CN(Cc1ccccc1)CC(O)COc1ccc(CNCCc2cccnc2)cc1 (stereo not drawn),1.7,-1,-8,-11,0,5,-3,2,2,5
Cc1ccc(Cl)cc1Nc1nc(-c2cccnc2)cs1,-1.0,0,4,5,0,13,1,-6,-21,0
Cn1ncc(C(=O)Nc2ccc(OC(F)(F)F)cc2)c1-n1cccc1,-0.1,-1,4,-6,2,-9,-2,0,5,1
CN(N=Cc1cccc2cccnc12)c1ccc([N+](=O)[O-])cc1[N+](=O)[O-],-2.1,8,5,0,1,-8,-6,3,2,-2
CCc1cc(-c2nc(N)ncc2-c2csc(C)n2)c(O)cc1OC,-2.3,1,-3,-5,0,3,1,10,-13,-1
COc1ccc(-c2nc(-c3ccc(O)cc3O)cs2)cc1OC,-1.7,-2,-1,22,0,19,3,-7,-5,7
O=C(NC1CC1)c1ccc(NS(=O)(=O)c2ccccc2)cc1,-1.9,-6,1,-2,1,4,0,-3,4,2
CCc1c(-c2ccc(F)cc2F)ncn1CCc1ccccc1OC,-1.2,4,-3,0,16,15,1,-11,·,0
CCC(C)n1c(SCC(=O)NC(=O)c2cccn2C)nc2ccccc2c1=O (stereo not drawn),0.6,-1,2,5,4,-14,9,-1,-9,6
CC1CCCC(C)N1C(=O)CSc1nnc(CSc2ncccn2)n1C (stereo not drawn),-0.7,3,-3,-2,-3,-3,-3,3,3,-1
O=C(c1ccc(F)cc1)N1CCN2C(=O)c3ccccc3C12c1ccc(Cl)cc1 (stereo not drawn),1.0,1,0,-1,1,-10,5,-9,-12,4
Cc1ccc(-c2nnc(NC(=O)COc3ccc(F)cc3Cl)o2)cc1C,·,-3,3,·,3,-1,-3,·,·,2
NC(=O)C1(NC(=O)[C@@H]2CC3(CC(c4cccc(NC(=O)[C@@H]5CCC(=O)N5)c4)=NO3)CN2C(=O)c2cnccn2)CC1 (stereo partly drawn),0.2,-1,2,4,-2,-2,2,2,6,1
CCCCn1c(N)c(N(CC)C(=O)C2CCC2)c(=O)[nH]c1=O,-0.4,5,6,-2,-1,1,-6,4,3,-7
CCN1CCN(C(=O)Cn2nc(-c3ccc(Cl)cc3)ccc2=O)CC1,1.5,-2,2,-6,-2,2,2,-6,0,-2
Cc1ccccc1NC(=O)C1CCCN(c2nnc(N3CCCC3=O)s2)C1 (stereo not drawn),-2.1,1,-7,3,-2,1,-3,1,-3,-1
CC(C)CC(c1nnnn1C(C)C)N1CCN(C(=O)c2ccco2)CC1 (stereo not drawn),-1.3,-1,-4,-10,1,6,2,-4,4,3
O=C(OCc1ccc(Cl)c(Cl)c1)c1cnccn1,0.1,1,-3,-5,1,2,-5,8,-2,-1
S=C(NCCc1cnc[nH]1)NC1CCCC1,-1.0,6,1,-1,-1,5,-7,10,6,-6

Arranged by formula weight (ascending): four of the compounds above.
Compound,PG9 binder,LEDGF integ inh,NR1D1 modulator,rCAG binder,UHRF1 binding,ABHD4 inh,MBD2 inh,TCR CD3 inh,HTRA1 inhibitor,PRMT1 inh
S=C(NCCc1cnc[nH]1)NC1CCCC1,-1.0,6,1,-1,-1,5,-7,10,6,-6
CCCCn1c(N)c(N(CC)C(=O)C2CCC2)c(=O)[nH]c1=O,-0.4,5,6,-2,-1,1,-6,4,3,-7
Clc1ccc(-c2nnc(-c3ccccc3)c(-c3c[nH]c4ccccc34)n2)cc1,-0.9,-4,-3,-2,6,-17,9,-2,0,9
CC1CCCC(C)N1C(=O)CSc1nnc(CSc2ncccn2)n1C (stereo not drawn),-0.7,3,-3,-2,-3,-3,-3,3,3,-1

High-throughput results from PubChem BioAssay.
